Abeta yeast res: qHTS for compounds that reverse cellular toxicity of Amyloid beta (A-beta) peptide in yeast: Primary Screen | yeast expressing A-beta42, growth rescue, OD600, 48 h; response scale: 0% DMSO, 100% iron-clioquinol control | Potency, µM (top dose mostly 46.1 µM), inactives show at the highest dose growth rescue, most hits filed as activators | 410,000 tested, 0.063% active; note: potency is the fitted concentration of half-maximal effect; nearly all actives have a fitted effect of over 55% in size
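Yeast growth medium received pinned compounds, then yeast cells expressing toxic A-beta were added; plates incubated at 30 C for 48 hr. Growth read as absorbance at 600 nm, normalized to DMSO and equimolar FeCl3 plus clioquinol controls.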
aSyn yeast inh: qHTS of alpha-syn Inhibitors. Potency, µM (series often up to 46.1 µM), without a hit: at the highest dose growth rescue (activation), actives largely listed as activators. AID 652106, 2013. Yeast expressing alpha-synuclein, growth rescue, BacTiter-Glo, 24 h. 370,000 tested, 0.14% active; note: potency is the fitted concentration of half-maximal effect; % of control where 0% means no effect; nearly all actives have a fitted effect of over 65% in size
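Readout is rescue of growth in alpha-synuclein-expressing yeast, so inhibitors of toxicity appear as activators. Growth after 24 hr at 30 deg C in galactose medium is quantified by luminescence.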
EPAC2 ag: qHTS for Agonist of cAMP-regulated guanine nucleotide exchange factor 4 (EPAC2): primary screen. AID 720711, 2013. Rap guanine nucleotide exchange factor 4 (Homo sapiens), Q8WZA2. EPAC2 activation, biochemical qHTS; response scale: 100% = 6.5 mM cAMP response. Potency, µM (top dose mostly 154 µM), for inactives: top-dose activation, usual class: activators. 360,000 tested, 0.079% active; note: potency is the fitted concentration of half-maximal effect; nearly all actives have a fitted effect of over 50% in size
Target sequence (Q8WZA2 whole entry, looked up): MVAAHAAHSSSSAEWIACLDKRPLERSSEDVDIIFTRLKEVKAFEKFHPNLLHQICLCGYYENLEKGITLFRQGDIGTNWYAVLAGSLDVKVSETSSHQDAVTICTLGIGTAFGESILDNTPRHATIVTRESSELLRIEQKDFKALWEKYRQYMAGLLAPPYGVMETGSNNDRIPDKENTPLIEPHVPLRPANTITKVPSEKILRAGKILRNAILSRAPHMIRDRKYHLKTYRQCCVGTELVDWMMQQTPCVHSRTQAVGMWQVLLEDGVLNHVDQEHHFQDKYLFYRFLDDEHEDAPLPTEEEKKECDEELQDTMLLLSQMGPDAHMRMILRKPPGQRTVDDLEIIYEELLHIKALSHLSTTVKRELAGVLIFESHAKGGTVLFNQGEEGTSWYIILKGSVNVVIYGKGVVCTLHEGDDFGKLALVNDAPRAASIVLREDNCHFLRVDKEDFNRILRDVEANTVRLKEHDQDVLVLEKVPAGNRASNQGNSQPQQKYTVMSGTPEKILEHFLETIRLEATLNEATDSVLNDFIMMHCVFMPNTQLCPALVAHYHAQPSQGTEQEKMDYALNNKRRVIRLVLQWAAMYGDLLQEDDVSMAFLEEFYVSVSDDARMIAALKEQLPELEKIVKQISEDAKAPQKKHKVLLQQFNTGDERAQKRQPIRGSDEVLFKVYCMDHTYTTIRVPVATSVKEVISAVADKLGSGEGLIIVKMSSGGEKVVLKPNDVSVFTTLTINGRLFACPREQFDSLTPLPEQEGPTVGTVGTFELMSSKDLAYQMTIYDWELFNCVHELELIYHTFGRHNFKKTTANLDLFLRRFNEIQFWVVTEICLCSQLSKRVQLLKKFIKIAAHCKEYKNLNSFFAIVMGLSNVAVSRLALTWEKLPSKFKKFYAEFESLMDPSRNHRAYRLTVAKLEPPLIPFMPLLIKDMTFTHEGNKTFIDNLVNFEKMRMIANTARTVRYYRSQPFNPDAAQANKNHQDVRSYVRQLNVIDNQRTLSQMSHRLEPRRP
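Exchange assay: 100 nM EPAC2 with 250 nM Rap1B-BODIPY-GDP and 50 uM GDP. Fluorescence (ex 480/em 540 nm) read every 5 min for 30 min at room temperature. Data normalized to 6.5 mM cAMP as agonist control.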
D3 antag: qHTS of D3 Dopamine Receptor Antagonist: qHTS | D3R cells, DiscoveRx beta-arrestin luminescence, antagonist mode; active compounds read low | max response, negative = inhibition, % | 360,000 tested, 2.5% active | AID 652054, 2013; in the data active = max response below about -50%; inconclusive = no clear call, values can overlap the other calls; note: % is set by controls: 0 for no effect and ±100 for the full control effect; mostly tested at two doses, the higher about 12 µM
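Cells expressing the human receptor were seeded at 1500 cells/well, incubated overnight at 37 degrees C in 5% CO2, then exposed to library compounds with dopamine controls for 90 minutes at 37 degrees C before luminescent detection.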
EPAC2 antag: qHTS for Antagonist of cAMP-regulated guanine nucleotide exchange factor 2 (EPAC2): primary screen | Rap guanine nucleotide exchange factor 4 (Homo sapiens), Q8WZA2 | EPAC2 GEF exchange of Rap1B-BODIPY-GDP, fluorescence | Potency, µM (highest dose often 114 µM), for the others: top-dose activity, negative = inhibition, actives largely listed as inhibitors | 360,000 tested, 0.18% active; note: potency is the fitted concentration of half-maximal effect; % is set by controls: 0 for no effect and ±100 for the full control effect; nearly all actives have a fitted effect of over 45% in size; many of its hits are not listed in these tables
FUS suppressor: qHTS for Suppressors of FUS Proteinopathy: Primary screen using FUS-linked yeast assay. S. cerevisiae FUS-expressing, growth rescue, OD600, 24 h. Potency, µM (series often up to 76.6 µM), for the others: top-dose growth rescue (activation), actives largely listed as activators. 390,000 tested, 0.24% active;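 note: potency is the fitted concentration of half-maximal effect; plate controls were DMSO vehicle for no effect and reference control for full effect; nearly all actives have a fitted effect of over 55% in size; some results filed as inactive show a strong effect at the top dose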
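Restored growth of FUS-toxic S. cerevisiae, read as 600 nm absorbance after 24 h at 30C in galactose medium (starting OD 0.005). Controls CP55940 and DMSO.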
D3 ag: qHTS of D3 Dopamine Receptor Agonist: qHTS; D(3) dopamine receptor (Homo sapiens), P35462; D3R DiscoveRx beta-arrestin cells, luminescence, 90 min; max activation, %; 410,000 tested, 0.58% active; AID 652048, 2013; in the data active = max activation above about 30%; note: 0% is about no effect; mostly tested at two doses, the higher about 12 µM
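Cells at 1500/well, incubated overnight, then treated with pinned compounds (dopamine as control) for 90 min at 37 degrees C. DiscoveRx reagent added for 30 - 60 minutes at room temperature; luminescence read.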
TDP-43 yeast inh: qHTS of TDP-43 Inhibitors | TDP-43 expressing yeast growth rescue, BacTiter-Glo, 24 h | Potency, µM (doses to about 46.1 µM), for inactives: top-dose growth rescue (activation), usual class: activators | 410,000 tested, 1.8% active; note: potency is the fitted concentration of half-maximal effect; % of control where 0% means no effect; nearly all actives have a fitted effect of over 50% in size
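Yeast expressing TDP-43 (pregrown in raffinose, seeded at OD600=0.02 in galactose medium) exposed to compounds 24 hr at 30 deg C. Growth read by BacTiter-Glo luminescence; rescue of toxicity appears as increased signal.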
* = called active by the depositor; ? = inconclusive; . = not tested or not shown; & = joins results of further samples; [ ] = dose if it differs, or a comment. Unless noted, calls come from the whole dose curve; as a rule, active = well fitted curve in the direction sought with a large enough effect; inconclusive = small, poorly fitted or top-dose-only effect, or another doubt; inactive = no such curve, though single readings can be large; an effect the other way counts as inactive or inconclusive.

Every second line gives: Abeta yeast res | aSyn yeast inh | EPAC2 ag | D3 antag | EPAC2 antag | FUS suppressor | D3 ag | TDP-43 yeast inh
1: Cc1ccc(-c2nc3nc(C)cc(N4CCN(c5cc(Cl)ccc5C)CC4)n3n2)cc1
    0.0% | . | . | . | . | -9.7% | 4.2 | -4.5%
2: COc1cc(C(=O)NC2CC(C)(C)NC(C)(C)C2)cc(OC)c1OC
    -2.2% | 0.2% | 1.9% | 6.8 | -7.0% | 11.9% | 1.3 | -10.7%
3: O=C1C(Cl)=C(Nc2cccc(O)c2)C(=O)N1Cc1ccccc1
    15.2% | -2.4% | 21.5% | -15.8 | -23.4% | 24.4% | -2.8 | ?
4: COCCN(C(=O)COc1ccccc1C#N)c1c(N)n(Cc2ccccc2)c(=O)[nH]c1=O
    9.3% | -2.3% | 11.7% | -11.0 | 0.9% | 21.2% | 3.4 | -16.7%
5: O=C(Nc1ccc(NC(=O)c2cccs2)cn1)c1ccccc1
    -9.4% | 1.2% | 3.1% | 2.9 | 2.1%[57.1 µM] | -4.4% | 0.7 | -1.9%
6: CCc1ccc(NC(=O)CSC2=Nc3ccccc3C3=NC(CCC(=O)NCc4cccs4)C(=O)N23)cc1 (stereo unspecified)
    -7.8% | . | . | . | . | 18.2% | 0.3 | 16.8%
7: S=c1[nH]c2cnc(Cl)nc2[nH]1
    ? | 11.9% | 3.9% | -0.1 | 1.5% | 14.5% | 11.2 | -9.2%
8: COc1ccc(S(=O)(=O)NCC(=O)Nc2ccc(F)cc2)cc1
    -0.3% | 3.8% | 6.2% | 8.9 | 9.8% | -10.4% | 0.3 | 5.4%
9: CCCC12CN3CC(C)(CN(C1)C3c1ccc3c(c1)OCO3)C2=O (stereo unspecified)
    23.9% | 7.3% | 6.0% | 0.2 | 6.0% | 12.8% | 0.9 | 13.1%
10: CCN(CC)c1ccc(NC(=O)Nc2ccc(C(C)=O)cc2)cc1
    -18.7% | -0.7% | 9.6% | ? | -0.4% | -6.1% | -6.5 | 10.3%
11: CC(=O)c1cccc(Nc2ccc3cc(S(=O)(=O)N4CCCC4)ccc3n2)c1
    -15.8% | . | . | . | . | 13.5% | 7.6 | 12.1%
12: COc1cc(/C=C/C(=O)c2ccc([N+](=O)[O-])o2)ccc1O
    -86.4%[inhibitor] | -69.2%[inhibitor] | -11.0% | -98.0* | -7.6% | -35.4% | -31.4 | -96.5%[inhibitor]
13: Cc1cc(=O)oc2cc(NC(=O)c3cccc(S(C)(=O)=O)c3)ccc12
    -14.0% | 4.6% | 6.7% | 3.3 | -1.7% | ? | -5.5 | -8.3%
14: CCCCN(C=O)c1c(CC)nc2ccc(C(=O)N3CCCCC3)cn12
    -8.4% | 2.2% | 3.1% | -16.1 | 11.1% | -18.4% | -13.5 | -17.8%
15: COc1cc(NC(=O)CSc2nc3ccccc3nc2Cc2ccc(Cl)cc2)cc(OC)c1
    -6.7% | . | . | . | . | -2.3% | -13.7 | -20.5%

(more compounds)
Every second line gives: Abeta yeast res | aSyn yeast inh | EPAC2 ag | D3 antag | EPAC2 antag | FUS suppressor | D3 ag | TDP-43 yeast inh
16: CCc1nnc(NC(=O)C2CC(=O)N(C3CCCCC3)C2)s1 (stereo unspecified)
    -1.2% | -0.4% | 1.0% | -4.9 | 11.0% | 6.0% | 0.1 | -7.7%
17: O=C(NCc1nnc2c3ccccc3c(-c3ccccc3)nn12)c1ccc(Cl)cc1
    -5.3% | 2.9% | -10.5% | -9.0 | -14.5% | 40.0% | -3.3 | 4.4%
18: CC(C)(C)c1ccc(OCCC(=O)NCCc2ccc(S(N)(=O)=O)cc2)cc1
    6.9% | 5.7% | 6.6% | -14.2 | -2.8% | 20.1% | -4.9 | 10.0%
19: Cc1ccc(S(=O)(=O)NC(C(=O)Oc2cc3oc(=O)cc(C)c3cc2Cl)C(C)C)cc1 (stereo unspecified)
    -18.8% | -2.5% | 6.3% | -4.4 | -4.9% | 37.1% | 1.1 | ?
20: Cc1ccc(NC(=O)c2ccoc2C)cc1C
    -20.9% | -1.2% | 3.0% | -0.9 | 2.0% | -7.3% | 1.7 | -17.2%
21: CC(NC(=O)OC(C)(C)C)C(=O)Oc1cc2oc(=O)cc(-c3ccccc3)c2cc1Cl (stereo unspecified)
    -2.0% | 16.7% | -12.9% | 0.0 | -8.1% | . | 2.1 | 4.47µM*
22: CCOC(=O)C1CCN(C(=O)Cn2ncc3c([nH]c4ccc(C)cc43)c2=O)CC1
    -7.6% | . | . | . | . | -15.5% | 9.9 | 22.9%
23: CCOc1ccc(NS(=O)(=O)c2ccc(OC)c(NC(=O)c3ccc4c(c3)OCCO4)c2)cc1
    10.8% | 0.3% | 2.8% | 3.0 | -12.4% | 3.8% | 2.0 | 3.8%
24: Fc1ccc(C2CC(c3ccc(F)cc3)n3ncnc3N2)cc1 (stereo unspecified)
    18.4% | 0.7% | 3.2% | -8.7 | 0.4% | 15.6% | 2.5 | 5.1%
25: O=C(NCC1CCCCC1)C1(CC2CC(c3cccc(Br)c3)=NO2)CCNCC1 (stereo unspecified)
    -11.5% | -3.9% | 8.1% | 11.4 | 5.5% | 11.2% | -4.3 | 20.4%
26: CC(C)(C)C(=O)NC(=S)NNC(=O)c1ccc(-c2ccccc2)cc1
    -76.3%[inhibitor] | -51.4%[inhibitor] | 1.2% | ? | -5.6% | 23.0% | -29.0 | ?
27: CCN(C(=O)Cn1nc(Cc2ccncc2)c2ccccc2c1=O)c1ccc(OC)cc1
    -0.9% | . | . | . | . | 2.8% | 5.7 | 5.8%
28: O=C(O)C1CCCCC1C(=O)NCCc1c[nH]c2ccccc12 (stereo unspecified)
    -7.9% | 0.0% | 8.1% | -7.0 | -2.4% | 5.2% | -3.9 | -9.3%
29: CC(C)c1ccc(NC(=O)c2ccc3c(O)c(S(=O)(=O)c4ccccc4)c(=O)[nH]c3c2)cc1
    0.0% | . | . | . | . | -2.4% | -3.5 | 19.2%
30: COc1cc2c(cc1NC(=O)COc1cc(C)cc(C)c1)oc1ccccc12
    -17.7% | . | . | . | . | -11.9% | 0.9 | -1.5%

In the list so far, these have a thiophene ring, fused or not.
Every second line gives: Abeta yeast res | aSyn yeast inh | EPAC2 ag | D3 antag | EPAC2 antag | FUS suppressor | D3 ag | TDP-43 yeast inh
5: O=C(Nc1ccc(NC(=O)c2cccs2)cn1)c1ccccc1
    -9.4% | 1.2% | 3.1% | 2.9 | 2.1%[57.1 µM] | -4.4% | 0.7 | -1.9%
6: CCc1ccc(NC(=O)CSC2=Nc3ccccc3C3=NC(CCC(=O)NCc4cccs4)C(=O)N23)cc1 (stereo unspecified)
    -7.8% | . | . | . | . | 18.2% | 0.3 | 16.8%

(next part)
Every second line gives: Abeta yeast res | aSyn yeast inh | EPAC2 ag | D3 antag | EPAC2 antag | FUS suppressor | D3 ag | TDP-43 yeast inh
31: OC(CN1CCCCC1)Cn1c2ccc(Cl)cc2c2cc(Cl)ccc21 (stereo unspecified)
    -7.2% | -25.2% | 11.4% | ? | -16.5% | 24.1% | -35.0 | 4.3%
32: CCOn1c(=O)c(=O)n(O)c2ccccc21
    -15.5% | -0.3% | -4.6% | 4.1 | -2.3% | -6.3% | 4.9 | -14.3%
33: O=C(CN(Cc1ccccc1F)C(=O)c1ccco1)NCc1ccc(F)cc1
    14.9% | 4.2% | -7.6% | -2.1 | -1.6% | 14.7% | -4.2 | -0.8%
34: O=C(Nc1ccc(Cl)c(Cl)c1)Nc1ccccc1O
    -91.2%[inhibitor] | -48.4%[inhibitor] | 20.2% | 17.8 | -1.2% | -3.6% | 3.2 | -74.1%[inhibitor]
35: O=C(Nc1ccc(S(=O)(=O)Nc2ncccn2)cc1)c1ccccc1Cl
    -2.5%&-10.8% | 6.1% | 3.4% | 8.9 | 0.6% | -16.3%&-8.8% | -1.6&6.3 | 8.6%&13.5%
36: c1ccc(OCCCc2nc(-c3cccnc3)no2)cc1
    -8.6% | 3.2% | 3.8% | -24.4 | 14.3% | 27.3% | 3.9 | 11.0%
37: CCOC(=O)c1ccc(NC(=O)CSc2nnc(Cn3c(=O)sc4ccccc43)n2C)cc1
    -4.4% | -8.3% | -4.7% | -15.9 | 5.0% | 16.3% | -6.4 | 0.0%
38: Cc1ccc(S(=O)(=O)N2CCN(C(=O)CN3CCCC3)C2)cc1
    15.6% | 4.7% | 9.5% | 36.3 | -3.5% | 14.4% | 5.6 | -9.3%
39: CC(C)(C)S(=O)N1Cc2cc(C(=O)NCc3ccc4c(c3)OCO4)nc(-c3cccc(-c4ccccc4)c3)c2[C@@H]1CCO (stereo partly specified)
    10.6% | 4.7% | 1.6% | 11.9 | 11.0% | ? | 3.8 | 0.0%
40: C=CC[C@H](CC(=O)N(CCO)Cc1ccccc1)C(=O)N[C@H](C)COC(=O)[C@@H](CC=C)Cc1ccc(F)cc1
    6.8% | 4.7% | -9.1% | 24.4 | -5.0% | 37.6% | 7.3 | 18.4%
41: O=c1cc(N/N=C/c2ccccc2)[nH]c(=O)[nH]1
    -1.5% | 6.1% | 6.5% | -4.1 | -0.5% | 11.9% | 2.2 | 2.7%
42: Cc1ccc(S(=O)(=O)N2CCN(C(=O)CC(C)n3nc(C)c(Cl)c3C)CC2)cc1C (stereo unspecified)
    6.1% | 17.4% | 3.7% | -10.8 | -6.4% | 29.9% | -8.4 | 0.2%
43: COc1cc(/C(C)=N/N2CCN(c3ccccc3OC)CC2)ccc1O
    6.7% | -12.1% | 8.6% | 0.1 | -8.8% | -25.6% | 0.6 | 14.4%
44: CC(CN1CCCCC1)OC(=O)COc1ccc(Br)cc1 (stereo unspecified)
    4.2% | 1.3% | 3.9% | 5.2 | -3.5% | -11.6% | 6.3 | -9.5%
45: Cc1ccc(S(=O)(=O)N(C)C)cc1NC(=O)CN1C(=O)NC(Cc2c[nH]c3ccccc23)C1=O (stereo unspecified)
    7.7% | 6.6% | 3.9% | 11.4 | 1.9% | -7.2% | 7.1 | 5.6%
46: S=C1NCC(c2ccccc2)S1 (stereo unspecified)
    26.2% | 0.1% | 18.9% | -1.9 | 16.6% | 19.1% | -3.5 | -10.0%

This is a subset; count on the stated rates, not on these rows.
